HCV inhibitor = qHTS Assay for Inhibitors of Hepatitis C Virus (HCV); actives 3.4% (n = 340,000); Potency, µM (series often up to 41.8 µM), for inactives: at the top dose activity change, negative = inhibition, actives largely listed as inhibitors; Huh7.5.1 HCVcc-Cre infection, luciferase reporter, 44 h; note: potency is the fitted concentration of half-maximal effect
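Luciferase read-out (15 sec integration) after a 15 min room-temperature substrate step quantifies HCVcc-Cre infection. Cells, 1,000 per well, had compound added 4 h post-plating, then virus at ~0.5 moi, and were cultured 44 h.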
AMA1-RON2 inh = qHTS for Inhibitors of AMA1-RON; Towards Development of Antimalarial Drug Lead: Primary Screen; Potency, µM (highest dose often 58.2 µM), inactives show at the highest dose activity change, negative = inhibition, usual class: inhibitors; AlphaScreen AMA1-biotinylated RON2 peptide binding; actives 0.2% (n = 360,000); Plasmodium falciparum AMA1 (3D7) - RON2 peptide interaction;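 note: potency is the fitted concentration of half-maximal effect; 0% = vehicle wells and -100% = peptide control; nearly all actives have a fitted effect of over 45% in size; some results filed as inactive show a strong effect at the top dose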
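AMA1 (3D7) with his tag at 25 nM final met compounds first, then biotinylated RON2 peptide at 25 nM; detection used donor plus acceptor beads, 10 µg/mL apiece, read by AlphaScreen after 30 min at room temperature.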
AmpC inh no detg = qHTS Inhibitors of AmpC Beta-Lactamase (assay without detergent). P00811. AmpC nitrocefin hydrolysis, absorbance 480 nm, 0.0001% Triton. Potency, µM (highest dose often 57.1 µM), for the others: top-dose activity change, negative = inhibition, actives largely listed as inhibitors. actives 0.52% (n = 330,000). AID 485341, 2010;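 note: potency is the fitted concentration of half-maximal effect; plate controls were no compound for no effect and no enzyme for full effect; nearly all actives have a fitted effect of over 20% in size; some results filed as inactive show a strong effect at the top dose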
Target sequence (P00811 whole entry, looked up): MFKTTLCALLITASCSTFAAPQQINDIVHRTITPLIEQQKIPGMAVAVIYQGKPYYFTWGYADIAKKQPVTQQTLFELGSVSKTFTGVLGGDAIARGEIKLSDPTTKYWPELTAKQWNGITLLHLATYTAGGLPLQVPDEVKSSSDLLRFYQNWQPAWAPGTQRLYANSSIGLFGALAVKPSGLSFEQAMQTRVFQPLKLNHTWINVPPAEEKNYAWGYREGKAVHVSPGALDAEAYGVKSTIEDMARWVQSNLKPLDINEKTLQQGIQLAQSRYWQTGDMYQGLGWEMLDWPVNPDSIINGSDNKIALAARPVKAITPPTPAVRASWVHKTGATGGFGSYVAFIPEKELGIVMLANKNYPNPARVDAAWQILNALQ
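AmpC (5.3 nM in the dispensed reagent) in 20 mM phosphate pH 7.0 with 0.01% (detergent screen) or 0.0001% Triton X-100 was preincubated with compounds for 15 min at room temperature. Nitrocefin was then added from an 800 uM solution, and hydrolysis was followed at 480 nm.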
Tb PYK inh = qHTS of Trypanosoma Brucei Inhibitors | pyruvate kinase (Trypanosoma brucei), Q57TT1 | TbPYK enzyme, Kinase-Glo Plus ATP luminescence, 45 min | Potency, µM (top dose mostly 76.8 µM), for the others: top-dose activity, negative = inhibition, actives largely listed as inhibitors | actives 0.12% (n = 410,000); note: potency is the fitted concentration of half-maximal effect; nearly all actives have a fitted effect of over 50% in size
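In this concentration-response screen, enzyme-free wells defined baseline while DMSO plates tracked drift. Each reaction combined TbPYK, substrate, compound and 130 uM ADP for 45 min at room temperature. Kinase-Glo Plus luminescence gave the signal.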
HCMV inh = qHTS Assay for inhibitors of the human cytomegalovirus (HCMV) | activity change, negative = inhibition, % at 57.5 µM | HFF cells, HCMV-luciferase reporter, 72 h; active compounds read low | actives 4.5% (n = 410,000); in the data active = activity change below about -60%; inconclusive = no clear call, values can overlap the other calls; inactive = above about -39%
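Steps: HFFs plated, 16 h 37C; compounds added; HCMV-luciferase added to MOI 1 PFU/cell; 72 h 37C; OneGlo reagent, 5 min room temperature; luminescence read, normalized to controls.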
LmPK inh = qHTS Assay for Inhibitors of Leishmania Mexicana Pyruvate Kinase (LmPK) | Q27686 | purified LmPK, Kinase-Glo ATP luminescence, 1 h | Potency, µM (highest dose often 57.5 µM), without a hit: top-dose activity change, negative = inhibition, actives largely listed as inhibitors | actives 0.37% (n = 290,000) | AID 1721, 2009; note: potency is the fitted concentration of half-maximal effect
Target sequence (Q27686 whole entry, looked up): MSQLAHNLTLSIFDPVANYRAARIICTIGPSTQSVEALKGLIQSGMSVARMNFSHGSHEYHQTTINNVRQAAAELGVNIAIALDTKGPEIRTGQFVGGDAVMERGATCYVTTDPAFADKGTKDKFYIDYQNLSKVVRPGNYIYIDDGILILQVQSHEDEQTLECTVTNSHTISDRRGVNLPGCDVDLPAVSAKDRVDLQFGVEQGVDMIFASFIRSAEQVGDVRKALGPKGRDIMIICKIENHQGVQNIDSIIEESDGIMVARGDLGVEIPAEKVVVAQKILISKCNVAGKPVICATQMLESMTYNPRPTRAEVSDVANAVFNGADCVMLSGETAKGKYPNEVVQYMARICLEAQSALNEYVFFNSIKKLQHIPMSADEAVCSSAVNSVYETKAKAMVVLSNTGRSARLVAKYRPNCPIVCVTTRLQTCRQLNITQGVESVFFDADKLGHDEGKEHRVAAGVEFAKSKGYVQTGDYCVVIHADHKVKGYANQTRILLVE
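qHTS format; LmPK 0.1 nM; substrates PEP 0.5 mM and ADP 0.1 mM. One-hour room-temperature incubation, then coupled luciferase luminescence; 0.5 nM enzyme wells mark activation.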
AmpC detergent = qHTS Inhibitors of AmpC Beta-Lactamase (assay with detergent); AmpC hydrolysis of nitrocefin, absorbance 480 nm, 0.01% Triton; Potency, µM (doses to about 114 µM), for inactives: top-dose activity change, negative = inhibition, usual class: inhibitors; actives 0.041% (n = 370,000);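 note: potency is the fitted concentration of half-maximal effect; 0% = no-compound wells and -100% = no-enzyme wells; nearly all actives have a fitted effect of over 25% in size; some results filed as inactive show a strong effect at the top dose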
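20 mM phosphate pH 7.0 + 0.01% (detergent screen) or 0.0001% Triton X-100; 5.3 nM AmpC reagent; cpd preinc 15 min RT; nitrocefin (800 uM stock) to start; A480 q20 s × 4 min; Activity was normalised to no-enzyme and no-compound control wells.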
The depositor's hits bear a star; u = inconclusive; x = not tested or not shown; & = joins results of further samples; [ ] = dose if it differs, or a comment. Unless noted, calls come from the whole dose curve; as a rule, active = well fitted curve in the direction sought with a large enough effect; inconclusive = small, poorly fitted or top-dose-only effect, or another doubt; inactive = no such curve, though single readings can be large; an effect the other way counts as inactive or inconclusive. Unless noted, % is set by controls: 0 for no effect and ±100 for the full control effect.

SMILES	HCV inhibitor	AMA1-RON2 inh	AmpC inh no detg	Tb PYK inh	HCMV inh	LmPK inh	AmpC detergent
CC(=O)Nc1ccc(S(=O)(=O)c2ccc(N)cc2)cc1	-10.4%	-6.1%	-30.4%	-5.3%	u	4.0%	-14.5%
Cc1ccc(SCc2ccc(C(=O)NCc3cccnc3)cc2)cc1	-3.6%	-7.2%	-7.3%	-6.0%	11.1	0.5%	-13.5%
Cc1cccc2cc(C#N)c(NCCNC(=O)c3ccccc3)nc12	x	3.7%	x	2.3%	-1.9	x	x
CCCCCCn1c(=O)c(C(=O)Nc2nnc(C)s2)c(O)c2ccccc21	x	x	-12.1%	x	x	-4.3%	-10.4%
O=C(COC(=O)/C=C/c1cccc([N+](=O)[O-])c1)NCc1ccco1	16.2%	-3.0%	-10.5%[11.4 µM]	-2.4%	36.7	4.5%	-11.2%
CCC(C(=O)OC)n1cnc2c(cnn2-c2ccc(Cl)cc2)c1=O (stereo not drawn)	u	-0.8%	-5.1%	3.7%	-24.8	-0.6%	-2.6%
O=C(O)CC/C(=N/NC(=O)CNC(=O)Cc1ccccc1)c1ccccc1	7.6%	110.3%[activator]	5.9%	-4.6%	-29.2	0.5%	-0.9%
COc1ccc(-c2csc3ncn(CC(=O)N4CCOCC4)c(=O)c23)cc1	27.2%	-4.2%	-9.8%	2.4%	2.1	6.7%	2.7%
CC(=O)NC(CC(=O)Nc1ccc(S(=O)(=O)Nc2nccs2)cc1)c1ccccc1 (stereo not drawn)	15.8%	-1.8%	-0.8%	-1.6%	-14.4	x	-17.7%
COc1cccc(-c2cc3nc4c(c(N5CCC6(CC5)OCCO6)n3n2)CCCC4)c1	12.6µM*	-5.5%	71.6%[activator]	4.7%	-31.4	8.2%	-2.8%
CC(C)n1ncc2c(C(=O)Nc3ccc(S(C)(=O)=O)cc3)cc(C3CC3)nc21	5.62µM*	-3.1%	18.1%	6.8%	3.2	x	-4.4%
CN1CCN(c2ccc([N+](=O)[O-])cc2/C=N/NC(=O)c2ccc(F)cc2)CC1	u	11.0%	-3.7%	-2.4%	33.0	2.0%	3.5%
Cc1ccc(OCCC(=O)OCC(=O)Nc2ccc(C)cc2Cl)cc1	30.2%[activator]	-18.3%	-10.3%	-2.5%	-16.7	x	-4.8%
COCCCNC(=O)CN1C(=O)CSc2ccc(S(=O)(=O)N3CCOCC3)cc21	16.5%	-7.0%	-8.3%	-5.6%&1.7%	u	8.0%	-5.4%&-5.5%
N#Cc1c(Cl)nsc1NCCN1CCOCC1	1.4%	6.1%	-13.1%	2.4%	-36.9	-1.5%	3.3%
CCN1C(=O)C(CC(=O)Nc2ccc(F)cc2)N(Cc2ccco2)C1=S (stereo not drawn)	4.9%	-15.6%	-33.4%	-5.9%	-5.6	-10.4%	-2.2%
CC(=O)Nc1c(C(=O)O)ccc(C)c1OCc1ccccc1	16.5%	5.3%	x	0.3%	-3.7	x	x
CCOc1ccccc1C(=O)N(C)Cc1cc2cc(OC)ccc2[nH]c1=O	-10.3%	-13.4%	-15.6%	1.2%	-18.0	1.5%	8.2%
O=C(CN1C(=O)NC(Cc2c[nH]c3ccccc23)C1=O)Nc1ccc(Br)cc1F (stereo not drawn)	-21.3%	3.2%	-15.2%	0.7%	-18.4	x	5.3%
COc1cc(/C=C2\CCc3c2nc2ccccc2c3C(=O)O)cc(OC)c1OC	7.2%	u	-8.6%	-0.4%	0.0	6.4%	1.0%
CCOC(=O)C1CCN(Cc2ccc(Cl)nc2)CC1	-1.2%	1.6%	-6.5%	-1.4%	-16.9	2.1%	3.7%
CSc1nsc(SC)c1C(=O)NC(=O)Nc1cccnc1	-0.6%	-5.6%	-23.6%	-2.9%	16.3	1.8%	4.9%
COc1ccc(CN2C(=O)C(C)S/C2=N/N=C/c2ccco2)cc1 (stereo not drawn)	-14.0%	-10.8%	-13.2%	2.1%	118.4	-8.4%	1.9%
Cc1nc2c(c(C)nn2-c2ccccc2)c(C)c1CCC(=O)NCCc1ccc(Cl)cc1	x	x	x	-2.6%	-1.4	x	19.4%
COc1ccccc1OCC(=O)c1[nH]c(C)c(C(C)=O)c1C	u	-5.7%	-46.1%	2.6%	-30.6	0.1%	-10.9%
(list continues)
SMILES	HCV inhibitor	AMA1-RON2 inh	AmpC inh no detg	Tb PYK inh	HCMV inh	LmPK inh	AmpC detergent
O=C(CSc1nc2ccccc2c2nc(-c3ccccc3)nn12)Nc1ccc(Br)cc1	x	x	x	-1.5%	-20.1	x	6.9%
Cc1cc(C)c(S(=O)(=O)N2CCCC2=O)c(C)c1	-2.0%	-6.1%	-4.7%	-2.6%	u	-2.7%	-1.8%
O=C(Cn1c(=O)n(Cc2ccco2)c(=O)c2ccc(C(=O)NC3CCCC3)cc21)Nc1ccc(F)cc1	x	x	x	-5.6%	-12.7	x	-4.6%
NC(=O)C1=CC2C3C=CC2(O)C(=O)OC3O1 (stereo not drawn)	8.91µM*	9.9%	x	2.7%	-96.8*	x	x
O=S(=O)(c1cccc(F)c1)N1CCN(C(=S)NCc2ccccc2)CC1	8.6%	-5.4%	-23.7%	-0.2%	-13.6	2.6%	u
C/C(O)=c1/c(=O)nc2cccc3c2=c1c1ccccc1c3=O	4.7%	-5.0%	-12.1%	6.2%	1.2	2.7%	-16.5%
Cn1c(SCC(=O)NCC2CCCO2)nnc1-c1c[nH]c2ccccc12 (stereo not drawn)	15.2%	7.7%	u	0.9%	0.8	-6.3%	-13.2%
COc1ccc(-n2ncc3c2CC(C)(C)CC3NC(=O)CCC2=NNC(=O)CC2)cc1 (stereo not drawn)	7.3%	14.8%	101.2%[activator]	23.1%	5.3	-11.1%	5.3%
Cc1ccc(-n2c(=O)c3oc4ccccc4c3n(Cc3ccccc3F)c2=O)cc1C	x	x	x	2.2%	34.3	x	6.6%
COc1ccc(-c2c(C)nn3c(C(F)(F)F)cc(-c4ccc(C)cc4)nc23)cc1	x	x	x	-0.7%	1.7	x	17.4%
O=[N+]([O-])c1ccc(NCCCNS(=O)(=O)c2ccccc2)c(Cl)c1	-23.2%	-2.6%[2.32 µM]	-15.1%	-11.1%	-12.6	0.5%	-10.8%
CC1(C)CC(NC(=O)COc2ccc3c4c(c(=O)oc3c2)CCCC4)CC(C)(C)N1	u	3.8%	-16.2%	-10.2%	-28.6	5.5%	u
CS(=O)(=O)c1ccc(-c2nnc(NC(=O)C3=COCCO3)o2)cc1	3.3%	96.9%[activator]	-10.2%	-4.8%	-15.9	x	u
COc1ccc(CN2CCN(C(=O)c3cccc4ccccc34)CC2)c(OC)c1OC	-13.5%	-28.6%	78.6%[activator]	10.9%	32.4	1.3%	u
CCOC(=O)C/C(C)=N\Nc1ccc([N+](=O)[O-])cc1[N+](=O)[O-]	-10.9%	u	-36.9%	7.2%	-7.3	-2.2%	8.3%
CC(C(=O)O)N1CCCCC1 (stereo not drawn)	13.4%	-3.1%	-16.2%	2.8%	0.0	-0.5%	4.6%
Cc1ccc(OCC(=O)N/N=C/c2cn(C)c3ccccc23)cc1	7.4%	8.3%	108.4%[activator]	6.2%	u	5.4%	-4.9%
C[C@@H](CSc1ccc(Br)cc1)CN1CC[C@H](NC(=O)OCc2ccccc2)CCC1=O	4.47µM*	-8.4%	92.3%[activator]	-6.3%	-25.0	x	x
CC(C)Cn1c(SCC(=O)N2CCCc3ccccc32)nc2ccccc2c1=O	u	-8.7%	-2.4%	-3.0%	-18.9	3.8%	u
NC(=O)c1cc([N+](=O)[O-])ccc1NCc1ccccn1	0.5%	86.4%[activator]	-9.4%	-2.4%	17.2	x	-11.8%
OCCCNc1ncnc2scc(-c3ccc(Cl)cc3)c12	-25.3%	0.0%	12.4%	2.2%	-79.5*	1.7%	2.2%
Cc1ccc(S(=O)(=O)Cc2ccc(C(=O)NCCc3ccc(Cl)cc3)o2)cc1	x	x	x	0.4%	-34.7	x	-0.3%
C[C@H](NC(=O)c1nc[nH]c1C(=O)N1CCN(C(=O)OC(C)(C)C)CC1)C(=O)OCc1ccccc1	18.6%	21.6%	109.4%[activator]	-1.2%	4.4	-1.7%	-10.9%
O=C(COC(=O)CNC(=O)c1ccc(Br)cc1)Nc1nnc(-c2ccccc2)o1	8.8%	108.3%[activator]	-15.2%	31.1%	-27.2	x	-13.2%
CCc1cccc(NC(=O)Cn2c(=O)n(CC3CCC(C(=O)NC)CC3)c(=O)c3sccc32)c1 (stereo not drawn)	x	x	x	-3.7%	-2.0	x	-4.0%
The results go on:
SMILES	HCV inhibitor	AMA1-RON2 inh	AmpC inh no detg	Tb PYK inh	HCMV inh	LmPK inh	AmpC detergent
O=C(NCCN1CCOCC1)c1ccc2c(c1)N(Cc1cccc(F)c1)C(=O)c1ccccc1S2	-0.1%	-6.5%	180.8%[activator]	0.4%	0.0	1.6%	u
O=C(CSc1ccsc1[N+](=O)[O-])N1CCN(c2ccccn2)CC1	-25.3%	-14.8%	-32.5%	-4.8%	-67.8*	3.4%	-22.7%
COc1ccccc1C1CCN(Cc2ccc(Cl)c(Cl)c2)CC1	u	-23.4%	-35.4%	1.1%	16.0	-4.5%	-10.3%
Cc1ccc(NC(=O)COC(=O)c2c(-c3ccccc3)noc2C)cc1	u	2.8%	-30.3%	0.2%	-7.6	x	-5.2%
Cc1ccc(OCCC(=O)OCC(=O)c2c(N)n(CC(C)C)c(=O)n(C)c2=O)cc1	16.2%	-6.8%	66.1%[activator]	5.8%	-24.1	x	-0.1%
CC1CCCCC1NC(=O)NC(=O)COC(=O)c1ccc(OC(F)F)cc1 (stereo not drawn)	8.9%	-15.0%	-0.3%	3.9%	-7.1	x	-2.4%
CCCCCC(=O)N1C[C@H](n2cc(COC(=O)c3ccccc3)nn2)[C@@H](O)C[C@@H]1c1ccc(Cl)cc1	x	-5.5%	x	2.7%	-0.3	x	x

Fetched one by one from the entries so far:
SMILES	HCV inhibitor	AMA1-RON2 inh	AmpC inh no detg	Tb PYK inh	HCMV inh	LmPK inh	AmpC detergent
O=C(CSc1ccsc1[N+](=O)[O-])N1CCN(c2ccccn2)CC1	-25.3%	-14.8%	-32.5%	-4.8%	-67.8*	3.4%	-22.7%
Cc1ccc(NC(=O)COC(=O)c2c(-c3ccccc3)noc2C)cc1	u	2.8%	-30.3%	0.2%	-7.6	x	-5.2%
O=C(NCCN1CCOCC1)c1ccc2c(c1)N(Cc1cccc(F)c1)C(=O)c1ccccc1S2	-0.1%	-6.5%	180.8%[activator]	0.4%	0.0	1.6%	u

Source: PubChem (National Center for Advancing Translational Sciences (NCATS))
